ERAP1 HTS inh – human ERAP1 aminopeptidase inhibitors, primary screen, biochemical, single point, plate reader | recombinant ERAP1, Leu-AMC fluorescence, 60 min | inhibition, % at 10.7 µM | 340,000 compounds, 0.15% hits | AID 652197, 2013;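 active = mean replicate inhibition of at least 30%, or all replicates individually reaching that 30% level; inactive = mean below 30% and not every replicate reaching it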;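 note: 0% = neutral control wells and 100% = L-leucinethiol positive control wells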
S100A4 MyoIIA – inhibitors of S100A4-myosin IIA peptide binding, primary screen, biochemical, fluorescence polarization, TAMRA-MyoIIA peptide; inhibition, % at 10.7 µM; AID 652163, 2013; 360,000 compounds, 0.14% hits;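 active = mean inhibition of at least 70% across replicates, with every replicate also reaching that level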
Target sequence (P26447 whole entry, looked up): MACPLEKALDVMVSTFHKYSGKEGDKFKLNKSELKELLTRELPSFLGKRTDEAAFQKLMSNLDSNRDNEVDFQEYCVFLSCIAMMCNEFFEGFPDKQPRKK
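Test system: S100A4 monomer protein. Medium: HEPES buffer with Ca2+, pH 7.2. Reagent: fluorescent myosin IIA peptide, 5 nM. Compound dosing: single-point compound testing. Timing: 5 min between mix addition and reading. Benchmarks: DMSO neutral and TFP positive wells.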
EWS-Fli block – EWS/Fli-driven NR0B1 reporter inhibitors, primary screen, A673 cells, NR0B1 luciferase, luminescence, MLPCN library; viability-normalised; inhibition, % at 12.6 µM; 350,000 compounds, 0.67% hits; AID 651661, 2012;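 active = mean inhibition of at least 50% after viability correction, with every replicate also passing that limit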;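 note: firefly luciferase signal divided by Alamar Blue viability fluorescence both relative to DMSO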
PGC1a acetyl inh – inhibitors of PGC1a acetylation signal, primary screen, cell-based, U2OS, AlphaScreen, inhibitor mode; AlphaScreen anti-acetyl-lysine; with virally co-expressed GCN5 acetyltransferase; 350,000 compounds, 0.17% hits; inhibition, % at 15.6 µM; AID 651687, 2012;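 active = every replicate shows inhibition of at least 40%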;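 note: 0% = neutral control wells and 100% = positive control wells; some results beyond the cut were filed as inactive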
PAX8 inh HTS – inhibitors of PAX8-driven TPO luciferase reporter, primary screen, RMG-I cells, single concentration; SteadyGlo, 24 h; inhibition, % at 12.6 µM; 360,000 compounds, 1.2% hits; AID 652154, 2013;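 active = mean replicate inhibition at least 60% with every replicate also reaching 60%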;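 note: luciferase light reporting Pax8 driven TPO promoter activity; plate controls were median of neutral control wells for no effect and mitoxantrone controls for full effect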
LGR2 inh – inhibitors of bursicon-induced LGR2 CRE-luciferase signal, primary screen, cell-based, HEK293, CRE-luciferase reporter, bursicon stimulation | Drosophila bursicon receptor LGR2 (rickets) | bursicon-stimulated, 4 h | inhibition, % at 9.99 µM | 380,000 compounds, 0.35% hits;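 active = drop in luminescence signal, shown as inhibition above about 50% in the replicate tests, limit read from the data, passing the limit was not always enough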;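 note: agonist challenge used bursicon conditioned medium at about half maximal strength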
FN deposition inh – inhibitors of fibronectin matrix deposition, primary screen, AH1F cells, Alexa488-fibronectin fluorescence, plate reader; 350,000 compounds, 0.086% hits; inhibition, % at 12.6 µM; AH1F fibroblasts, overnight;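 active = mean inhibition across replicates of 30% or more, regardless of how many single replicates reach that level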;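 note: positive control wells lacked labelled fibronectin entirely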
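test system = AH1F fibroblasts assembling fluorescent fibronectin matrix | quantity = 10000 AH1F cells per well | buffer or medium = DMEM plus 2% serum, read in PBS | doses = single dose, pinned | incubation = 1 h cell attachment, overnight exposure to compound and label | detection = fluorescence at 485 nm excitation, 525 nm emission | read-out basis = inhibition from reduced deposited-fibronectin fluorescence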
PglD DTNB – C. jejuni PglD acetyltransferase inhibitors, primary screen, biochemical, DTNB colorimetric, single point; AID 602405, 2012; UDP-N-acetylbacillosamine N-acetyltransferase PglD (Campylobacter jejuni); inhibition, % at 12.5 µM; purified PglD enzyme, DTNB colorimetric CoA detection; 360,000 compounds, 0.098% hits; in the data active = inhibition above about 16%, passing the limit was not always enough; note: strong numbers were not always called active
An asterisk follows results filed as active; · = no result given; & = joins results of further samples. Outcome played no part in choosing rows; overall some 2.1% were active at least once.

SMILES	ERAP1 HTS inh	S100A4 MyoIIA	EWS-Fli block	PGC1a acetyl inh	PAX8 inh HTS	LGR2 inh	FN deposition inh	PglD DTNB
COc1ccccc1NC(=O)C(C)OC(=O)c1nc2nc(C)cc(C)n2n1 (centres undefined)	4	-1	-2	0	10	-1	-2	-6
CN1C(=O)c2cc(NC(=O)c3cnccn3)ccc2OC[C@@H]2O[C@H](CC(=O)N[C@@H]3CCN(Cc4ccccc4)C3)CC[C@@H]21	-3	-2	-2	-2	6	9	0	-1
N#C/C(=C\c1ccc[nH]1)S(=O)(=O)c1ccccc1	4	-12	-8	7	·	-9	·	-3
O=C1CC(Cc2ccccc2)C(=O)N1c1ccccn1 (centres undefined)	-5	-5	14	·	-3	·	-7	·
O=C(Cn1c(=O)[nH]c2ccccc2c1=O)Nc1cccnc1	-2	-4	·	8	-9	-2	2	-1
O=c1cc(SCc2ccc(Cl)cc2Cl)nc[nH]1	4	3	3	2	-18	6	-5	1
Cc1ccccc1S(=O)(=O)N1C[C@H](O)COC[C@@H]2O[C@@H](CC(=O)NCc3ccccc3Cl)CC[C@H]21	-2	115*	9	0	12	-6	-2	2
O=C(CCN1C(=O)C2C3C=CC(C4CC34)C2C1=O)Oc1ccccc1 (centres undefined)	-5	4	3	-3	11	0	-20	·
Cc1oc(C(C)(C)C)c(CN2CCCC2)c1C(=O)O	·	·	·	5	-6	·	0	4
O=C(CN1CCOCC1)Nc1ncc(Cc2cccc(Cl)c2)s1	0	4	-6	·	22	-4	1	-3
COc1ccc(S(=O)(=O)N(C)C[C@H]2Oc3c(NC(=O)Nc4c(C)noc4C)cccc3C(=O)N([C@@H](C)CO)C[C@H]2C)cc1	-2	-2	-10&6	11&14	-4	23&16	10&4	-1
O=C(NNC(=O)c1ccc(Br)o1)c1ccc(NS(=O)(=O)c2cccs2)cc1	-5	3	5	·	-20	7	1	0
O=C(CNC(=S)N(Cc1ccccc1Cl)C1CCCC1)NCCCN1CCOCC1	1	-17	4	-6	19	6	-1	·
C[C@H](CO)N1C[C@H](C)[C@H](CN(C)Cc2ccc3c(c2)OCO3)OCCCC[C@H](C)Oc2ccc(NS(C)(=O)=O)cc2C1=O	-1	1	-9	-2	-6	16	·	5
CCOC(=O)Cn1c(C(=O)OCC)cc2sccc21	1	4	·	-8	·	0	·	1
COCC(C)n1c(C)cc(C(=O)COC(=O)CN=C2NS(=O)(=O)c3ccccc32)c1C (centres undefined)	1	4	0	-9	5	12	2	-8
COC(=O)c1c(NC(=O)Cn2cnc([N+](=O)[O-])n2)sc2c1CCC(C)C2 (centres undefined)	·	·	·	·	-5	20	-8	0
CC(C)NC(=O)N(C)C[C@@H]1Oc2ccc(NS(=O)(=O)c3cn(C)cn3)cc2CC(=O)N([C@H](C)CO)C[C@H]1C	0	-6	-12	6	0	13	·	1
CC(C)[C@H](CO)NC(=O)[C@H]1O[C@@H](n2ccc(N)nc2=O)[C@H](O)[C@@H]1O	0	-5	1	-1	-14	1	-5	1
Cc1ccc(NC(=O)COC(=O)CSC(=S)N2CCOCC2)cc1	-1	-2	-17	1	-4	-2	·	0
CC(=O)Nc1ccc(N=Nc2c(C)[nH]n(C(N)=S)c2=O)cc1	3	5	-39	5	-45	-10	4	·
CCOC(=O)C1C(=O)CC(C)(O)C(C(=O)OCC)C1/C=C/c1ccccc1 (centres undefined)	·	5	·	-24	·	·	3	-8
COc1ccccc1NC(=O)N1C[C@H]2[C@@H](c3ccccc31)[C@@H](CO)N2Cc1ccc2c(c1)OCO2	-2	-8	0	-12	25	-4	-7	1
O=[N+]([O-])c1ccccc1CN1CCN(Cc2c[nH]c3ccccc23)CC1	5	-28	-24	·	18	5	2	·
Cc1cc(C)nc(N(C#N)CCOc2ccc(Cl)cc2)n1	-1	4	·	·	·	-31	·	-4
O=C(O)CCCC(=O)N1CCOCCOCCOCCOCC1	0	2	15	·	9	6	12	1
Cc1ccccc1OCC(=O)NCCc1nc2ccccc2[nH]1	-3	7	0	·	6	-9	-1	-5
Cc1cccc(C)c1NS(=O)(=O)c1cc2c3c(c1)CCN3C(=O)CC2	-8	1	-4	4	0	2	2	-4
O=C(O)C1CCCCC1C(=O)NCCc1ccc(F)cc1 (centres undefined)	1	5	-2	-5	3	3	5	·
COC(=O)C[C@@H]1C[C@H]2c3cc(NS(=O)(=O)c4ccc(OC)cc4)ccc3O[C@H]2[C@@H](CO)O1	·	·	2	-7	4	-10	2	3
Cc1nc2ccc(Cl)cc2c(-c2ccccc2F)c1CC(=O)O	5	-1	7	·	8	14	4	·
Cc1ccccc1COCCN1CCN(S(=O)(=O)c2ccccc2)CCC1=O	-2	2	-9	·	-4	-1	3	-3
COc1cc(CNC(=O)c2cc(-c3ccc(F)cc3C)n[nH]2)cc(OC)c1	0	-3	-3	-6	-16	1	-2	5
COCCCNC(=O)Cn1ncc2ccsc2c1=O	1	2	5	-4	4	3	-3	4
Cc1ccc(N(CC(=O)Nc2ccc(C)cc2C)S(=O)(=O)N2CCCC2)cc1	·	·	·	-17	·	7	-2	-3
CCN(C(=O)Cc1ccc(NC2=NC3CS(=O)(=O)CC3S2)cc1)c1ccccc1 (centres undefined)	7	13	-1	-5	13	-4	-3	-2
O=C(NCC1CCOCC1)c1ccc(-c2ccc(F)c(F)c2)c2ccoc12	1	1	-1	1	9	-12	6	1
Cc1ccc(C(=O)NNC(=O)Cc2ccccc2)cc1	2	1	·	-3	·	7	·	-1
Cc1ccccc1OCC(O)CN1C(=O)c2ccccc2C1=O (centres undefined)	2	-22	-2	·	-18	-91	6	·
O=C(CCc1nnc2ccc(NCc3ccccc3)nn12)NC1CCCCC1	2	1	2	-1	-5	-8	-6	-4
O=C(COCc1cc(-c2ccc3c(c2)OCO3)on1)N1CCN(c2ccccc2)CC1	1	15	·	-4	-12	0	-11	0
NC(=O)c1c(N)[nH]c(C(=O)c2ccccc2)c1-c1ccccc1Br	-4	-4	7	·	9	-4	26	·
COc1ccccc1N1CCN(C(=O)CCC(=O)N2CCN(c3ccccc3OC)CC2)CC1	-1	-1	-6	0	14	11	-7	1
O=C(CN1CCN(S(=O)(=O)c2ccccc2)CC1)N1CCc2ccccc21	-3	-8	-3	1	11	1	-3	-3
Cn1c(Oc2ccc3c(c2)OCO3)nc2c1c(=O)n(Cc1ccccc1)c(=O)n2C	·	29	·	0	·	·	-7	3
CC(CCc1ccccc1)NC(=O)CCNC(=O)Cn1ccc2ccccc2c1=O (centres undefined)	0	-5	-1	·	9	25	-11	·
Cn1c(=O)cc(C(=O)N/N=C/c2ccc(Cl)cc2)[nH]c1=O	-3	1	10	7	22	·	-9	-4
Cc1ccccc1NC(=O)Cc1nnc(SCC(=O)c2ccc(Br)cc2)n1C	·	·	·	-10	·	3	-20	-3
COc1ccc(S(=O)(=O)Nc2cccc3c2O[C@H](CN(C)C(=O)NC(C)C)[C@H](C)CN([C@H](C)CO)C3=O)cc1	-1	5	1	0	·	21	·	1
C[C@@H]1CN([C@@H](C)CO)C(=O)c2cc(NC(=O)Nc3ccccc3)ccc2O[C@H]1CN(C)S(=O)(=O)c1ccc(F)cc1	-5	-4	-1	1	·	-3	12	4
OCCC1CN(Cc2cnn(-c3ccccc3Cl)c2)CCN1Cc1ccsc1 (centres undefined)	2	6	14	4	-2	8	6	·
C[C@@H]1CN([C@@H](C)CO)S(=O)(=O)c2ccc(C#C[C@@H](C)O)cc2O[C@@H]1CN(C)C(=O)c1ccccc1	-3	0	11	-10	·	5	-8	-1
NS(=O)(=O)c1ccc(CNC(=O)c2sccc2-c2ccccc2)cc1	-2	-1	4	·	16	-11	-8	2
O=C(O)C(Cc1ccccc1)N1C(=O)c2ccccc2C1=O (centres undefined)	·	·	·	-9	15	·	4	-4
O=C(NCc1ccccc1F)[C@H]1N[C@H]2c3ccc(-c4ccccc4F)c(=O)n3C[C@H]2[C@@H]1CO	-4	21	-4	28	3	-7	·	10
O=C(Nc1ccc(N2CCN(Cc3ccccc3F)CC2)cc1)c1ccc([N+](=O)[O-])o1	-4	-1	52*	73*	·	13	0	-5
COc1ccc(-c2c(-c3ccccc3OC)sc3ccccc23)cc1OC	0	9	-4	-2	-11	-12	-9	-3
O=C(Nc1ccccc1C(=O)N1CCN(CCO)CC1)c1cccc([N+](=O)[O-])c1	1	0	1	15	-3	4	·	-4
Cc1cc(NS(=O)(=O)c2ccc(NC(=O)c3ccc(Cl)nc3)cc2)nc(C)n1	4	-8	1	-1	7	·	9	0
C[C@@H]1CN([C@H](C)CO)C(=O)c2c(c3ccccc3n2C)-c2ccccc2CO[C@H]1CN(C)S(=O)(=O)c1cn(C)cn1	-5	-2	5	16	-7	12	2	10
N#Cc1ccccc1S(=O)(=O)N1CCN(Cc2c(O)ccc3ccccc23)CC1	1	-3	11	16	8	-3	3	2
